OXTR agonist = activates the human oxytocin receptor; P30559; CHO-OTR cells, Fluo-8 calcium fluorescence; normalized: DMSO 0%, oxytocin 100%; activation, % at 3 µM; 0.32% of 320,000 active; AID 2435;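 active = activation above the mean of all tested compounds plus 3 SD, cutoff set per screening run, cut at about 20% in these data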;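 also: peak over basal fluorescence ratio from a 100 s FLIPR kinetic read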
MEKK2mut PB1 HTS = signal of MEK5 binding to mutant human MEKK2 PB1 domain; bead flow cytometry, Alexa488-MEK5 binding to MEKK2 mutant; percent response, % at 10 µM; 0.35% of 290,000 active; in the data active = percent response above about 24%, passing the limit was not always enough; also: inactives centre near 1; some results filed as inactive read as strong as hits
NALP1 yeast inh = inhibitors of NALP1 inflammasome in yeast; AID 2071; S. cerevisiae NALP1/ASC/caspase-1 growth, X-gal OD620, 72 h; inhibition, % at 10 µM; 0.61% of 280,000 active; in the data active = inhibition mostly above about 24%, no sharp cut-off; inactive = mostly below about 32%; also: some compounds called inactive have numbers as strong as hits
V1aR counter = counter-screen for oxytocin receptor agonists: human V1a receptor agonists. P37288. CHO-V1R cells, Fluo-8 calcium fluorescence, agonist mode; 0% DMSO, 100% 3 nM vasopressin. activation, % at 3 µM. 0.25% of 320,000 active. AID 2797;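 active = activation above the mean activation of all tested compounds plus 3 SD, per screening run, cut at about 20% in these data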;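 also: signal is peak over basal fluorescence ratio across a 100 second FLIPR read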
Target sequence (P37288 whole entry, looked up): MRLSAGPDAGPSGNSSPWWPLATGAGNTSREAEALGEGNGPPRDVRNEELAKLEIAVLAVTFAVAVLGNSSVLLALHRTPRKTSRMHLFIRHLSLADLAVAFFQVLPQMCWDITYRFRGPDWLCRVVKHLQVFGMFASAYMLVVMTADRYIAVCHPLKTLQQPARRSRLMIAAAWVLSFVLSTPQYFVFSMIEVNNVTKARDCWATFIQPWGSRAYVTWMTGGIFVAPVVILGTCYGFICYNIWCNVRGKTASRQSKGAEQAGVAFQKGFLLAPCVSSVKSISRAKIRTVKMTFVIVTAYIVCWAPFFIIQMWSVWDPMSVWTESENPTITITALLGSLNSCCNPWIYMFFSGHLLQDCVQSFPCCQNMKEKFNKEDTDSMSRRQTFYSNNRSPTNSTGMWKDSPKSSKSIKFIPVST
GPR7 antagonist = antagonists of human GPR7 (neuropeptides B/W receptor 1); 1.1% of 290,000 active; inhibition, % at 4.4 µM; P48145; GPR7-expressing cells, fluorescence antagonist assay; in the data active = inhibition above about 16%, passing the limit was not always enough;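 also: cells stimulated with the agonist NPW; 0% = agonist with vehicle and 100% = vehicle without agonist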
Target sequence (P48145 whole entry, looked up): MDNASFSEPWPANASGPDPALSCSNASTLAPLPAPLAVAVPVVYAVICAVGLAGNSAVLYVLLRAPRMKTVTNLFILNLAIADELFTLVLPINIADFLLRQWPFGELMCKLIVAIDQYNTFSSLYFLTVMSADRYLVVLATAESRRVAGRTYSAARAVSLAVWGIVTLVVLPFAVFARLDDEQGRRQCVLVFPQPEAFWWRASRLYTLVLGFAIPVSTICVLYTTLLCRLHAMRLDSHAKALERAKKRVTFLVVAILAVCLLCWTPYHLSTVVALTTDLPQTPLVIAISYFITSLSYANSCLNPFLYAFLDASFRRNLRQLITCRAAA
MEKK2 WT-MEK5 = raises or lowers MEK5 binding to wildtype human MEKK2 PB1 domain. binding response (% of control), % at 10 µM. 1.1% of 290,000 active. bead flow cytometry, Alexa488-MEK5 binding to MEKK2 WT; actives lie on both sides. Q9Y2U5; in the data active = binding response below about 67% or above about 130%
GalR3 antagonist = antagonists of human GalR3; O60755; HEK293 GalR3-CNG cAMP membrane potential fluorescence; galR3 body fused to GalR1 C-terminus; inhibition, % at 3 µM; 0.44% of 360,000 active;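 active = inhibition above the screen-wide average plus 3 SD, cut at about 13% in these data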;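 also: forskolin and galanin both at EC90 stimulate the cells; cAMP rise reported by CNG channel membrane potential dye signal; 0% = forskolin plus galanin with DMSO and 100% = forskolin alone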
Target sequence (O60755 1-299 limits assumed): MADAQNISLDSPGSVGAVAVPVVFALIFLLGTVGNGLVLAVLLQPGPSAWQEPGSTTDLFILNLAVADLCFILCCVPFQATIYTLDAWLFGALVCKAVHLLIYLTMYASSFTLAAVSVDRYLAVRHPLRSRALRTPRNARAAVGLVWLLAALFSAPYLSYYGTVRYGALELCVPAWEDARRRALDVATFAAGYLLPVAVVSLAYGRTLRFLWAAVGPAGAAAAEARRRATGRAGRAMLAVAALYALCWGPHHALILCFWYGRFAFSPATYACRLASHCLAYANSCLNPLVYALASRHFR
OXTR potentiator = potentiators of human oxytocin receptor; P30559; CHO-OTR cells, Fluo-8 calcium fluorescence, potentiator mode; 0% = oxytocin EC15, 100% = EC100; activation, % at 3 µM; 0.061% of 320,000 active; AID 2445;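 active = activation above that plate's cutoff, the mean activation of tested compounds plus 3 SD, cut at about 6.6% in these data, passing the limit was not always enough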;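 also: 100% uses oxytocin at 75 nM as the full agonist control; some results filed as inactive read as strong as hits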
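Assay system: CHO cell line stably expressing human OTR. Reagent: EC15 oxytocin agonist. Dosing: single dose, 3.0 µM nominal final compound concentration. Timing: compound 6 min at room temperature before oxytocin, 100 s read. Signal: kinetic Fluo-8 calcium fluorescence. Controls: oxytocin EC15 low and EC100 high.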
PfM18AAP inh = PfM18AAP enzyme inhibition; inhibition, % at 7.35 µM; AID 1822; 1.2% of 290,000 active; recombinant PfM18AAP, H-Glu-NHMec fluorogenic cleavage;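 active = inhibition above the campaign mean inhibition over all tested compounds plus 3 SD, cut at about 28% in these data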;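 also: 0% = plate median of test compound wells and 100% = 2 mM ZnCl2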
An asterisk follows results filed as active; nt = not tested or not shown.

Start of the listing, in advance:
entry	molecule	OXTR agonist	MEKK2mut PB1 HTS	NALP1 yeast inh	V1aR counter	GPR7 antagonist	MEKK2 WT-MEK5	GalR3 antagonist	OXTR potentiator	PfM18AAP inh
1	CCN(c1cccc(C)c1)S(=O)(=O)c1ccc2c(c1)NC(=O)CCS2	-2.0	-4	19	-0.9	-7	97	-9	-11	-7
2	COc1cccc(OC)c1C(=O)Nn1c(C2CCC2)nc2ccccc2c1=O	-1.9	-2	-1	-0.6	-9	99	1	4	19
3	CCOc1ccc(NC(=O)Nc2ccon2)cc1	0.2	-5	28	0.7	-4	97	-2	-8	-7
4	FC(F)(F)c1cc(Oc2ccccc2)nc(-c2ccccn2)n1	-1.5	1	-3	-1.9	-9	101	-4	3	3
5	CCN1C(=O)C(=O)N(CC(=O)c2[nH]c(C)c(C(C)=O)c2C)C1=O	0.3	nt	nt	1.1	nt	nt	-4	-6	nt

Results, from the start:
entry	molecule	OXTR agonist	MEKK2mut PB1 HTS	NALP1 yeast inh	V1aR counter	GPR7 antagonist	MEKK2 WT-MEK5	GalR3 antagonist	OXTR potentiator	PfM18AAP inh
1	CCN(c1cccc(C)c1)S(=O)(=O)c1ccc2c(c1)NC(=O)CCS2	-2.0	-4	19	-0.9	-7	97	-9	-11	-7
2	COc1cccc(OC)c1C(=O)Nn1c(C2CCC2)nc2ccccc2c1=O	-1.9	-2	-1	-0.6	-9	99	1	4	19
3	CCOc1ccc(NC(=O)Nc2ccon2)cc1	0.2	-5	28	0.7	-4	97	-2	-8	-7
4	FC(F)(F)c1cc(Oc2ccccc2)nc(-c2ccccn2)n1	-1.5	1	-3	-1.9	-9	101	-4	3	3
5	CCN1C(=O)C(=O)N(CC(=O)c2[nH]c(C)c(C(C)=O)c2C)C1=O	0.3	nt	nt	1.1	nt	nt	-4	-6	nt
6	COc1ccc([N+](=O)[O-])cc1NC(=S)NC(NC(=O)C(c1ccccc1)c1ccccc1)C(Cl)(Cl)Cl (configuration not stated)	-1.1	10	-31	1.3	4	111	-6	-8	5
7	Cc1ccc(-n2c(Cc3cccn3C)nnc2SCC(=O)Nc2nnc(C)s2)cc1	0.9	9	2	0.7	-16	109	-5	-3	7
8	Cc1ccc2c(c1)N(CC(=O)N1CCC(O)CC1)C(=O)CO2	nt	-7	21	nt	6	94	-11	nt	-5
9	Cc1ccc(CNC(=O)[C@H](C)N2C(=O)N3CCc4c([nH]c5ccccc45)[C@@]3(C)C2=O)cc1	1.4	0	19	1.4	3	100	-6	-6	0
10	COc1cc2[nH]c3c(=O)n(CCN4CCCCC4)cnc3c2cc1OC	0.3	4	-1	-0.3	3	112	-3	-4	9
11	O=C(c1n[nH]c(=O)c2ccccc12)N1CCN(C2c3ccccc3-c3ccccc32)CC1	0.1	-7	-1	1.6	11	92	-2	-20	-3
12	CC(C)Cn1cc(C(=O)NCCCN2CCCC2=O)c2c3ccccc3n(C)c2c1=O	-0.3	2	-12	0.5	-7	95	7	8	4
13	COc1cc(NC(=O)c2cnn3c(C)cc(C)nc23)c(OC)cc1Cl	nt	2	34	nt	-7	109	-3	nt	4
14	COC(=O)C(COC(=O)c1c(F)cccc1F)NC(=O)c1c(F)cccc1F (configuration not stated)	-0.1	0	7	0.2	6	99	-11	-7	0
15	COc1cc(NC(=O)CN2CCN(Cc3ccc4c(c3)OCO4)CC2)cc(OC)c1	-0.7	nt	15	1.3	-3	nt	-2	-16	15
16	Cc1ccccc1-c1nnn(CC(=O)c2ccc(S(=O)(=O)N3CCCC3)cc2)n1	4.5	-1	11	5.4	9	95	-7	-18	12
17	Cc1cc(-c2c(C(=O)N3CCOCC3)c(C)nn2-c2ccccc2)no1	-0.3	3	10	3.0	2	105	-4	-8	8
18	COc1ccc(-c2nnc(NC(=O)CS(=O)(=O)c3ccc(F)cc3)o2)cc1	-0.1	nt	nt	1.0	nt	nt	-6	-4	nt
19	O=C(Cn1c(=O)oc2ccccc21)c1ccccc1	-1.0	1	-7	0.0	-3	103	2	-10	11
20	CC(Sc1nnnn1C)C(=O)Nc1ccccc1-c1ccccc1 (configuration not stated)	-1.2	1	3	-0.5	-4	93	0	-6	-2
21	COc1cccc(C2c3[nH]c4ccccc4c3C[C@H]3C(=O)N(CCCCCO)CC(=O)N23)c1 (some centres not stated)	0.1	7	-4	1.9	-4	104	-1	-12	0
22	Cc1nnc(NC(=O)c2ccc(S(=O)(=O)N3CCc4ccccc4C3)cc2)o1	-0.7	-1	-26	0.8	-4	91	-4	3	-11
23	O=C1C=CC(=C(c2ccc(O)cc2)c2ccc(O)cc2)C=C1	0.5	nt	nt	0.1	nt	nt	-4	2	nt
24	Cc1cc(NC(=O)c2sccc2C)n(-c2cccc(Cl)c2)n1	-1.4	-2	-6	2.7	-7	91	-2	-8	-2
25	COc1ccccc1NC(=O)COC(=O)c1ccc2ccccc2n1	-1.2	nt	nt	0.1	nt	nt	-7	-9	nt
26	COc1ccc(NC2c3ccccc3C(=O)N2c2cccnc2)cc1Cl (configuration not stated)	-1.5	9	35	1.2	-3	109	nt	-1	14
27	Cc1ccc(C(=O)COC(=O)c2nc3nccc(C)n3n2)c(C)c1	-0.5	nt	nt	-0.5	nt	nt	4	-5	nt
28	Cc1ccc(S(=O)(=O)/N=C(/Nc2ccc(O)c(C(=O)O)c2)c2ccccc2)cc1	0.2	nt	nt	-0.2	nt	nt	3	-1	nt
29	O=C(c1c(O)c2ccccc2oc1=O)C1CCCCC1	-1.2	-2	3	-0.2	-9	101	-4	-3	-11
30	CCCc1cc(=O)[nH]c(SCc2cc(Cl)ccc2OC(F)F)n1	-1.6	9	2	-0.8	-7	99	-4	0	-7
31	COc1ccc(C(=O)NNC(=O)c2ccccn2)cc1	0.4	-2	34	0.4	0	103	-5	8	-4
32	CN(C)CCCNC(=O)c1cc(C(=O)c2ccccc2F)c[nH]1	0.8	0	7	0.8	3	97	-10	-11	0
33	CCC(C(=O)N1CCCC1)n1nc(C)c2c(C)n(-c3ccccc3)nc2c1=O (configuration not stated)	-0.6	6	-5	-0.1	-8	106	-7	-2	-1
34	Cc1cc(C)c2sc(N(CCCN(C)C)C(=O)c3ccc(S(=O)(=O)N4CCCc5ccccc54)cc3)nc2c1	8.5	nt	nt	0.3	nt	nt	-7	-15	nt
35	CCOC(=O)c1cc(-c2ccccc2)sc1NC(=O)c1ccc(OC)cc1	0.5	6	-8	-0.2	-9	108	nt	-8	6
36	O=C(COC(=O)C1=COCCO1)Nc1cc(Cl)c(Cl)cc1Cl	2.7	nt	nt	2.1	nt	nt	-4	-10	nt
37	COc1cc(C(C(=O)NC2CCCC2)N(Cc2ccccc2)C(=O)c2snc(C(N)=O)c2N)ccc1O (configuration not stated)	2.3	-6	11	3.3	-11	93	10	-10	-14
38	O=C(COC(=O)c1cc([N+](=O)[O-])ccc1N1CCOCC1)Nc1ncc(Cl)cc1Cl	0.2	3	15	-0.3	16	104	-2	-11	7
39	Cc1ccc2cc(CCNC(=O)C(C)C)c(=O)[nH]c2c1C	-1.8	6	15	0.3	1	105	-2	-9	0
40	O=C(/C=C/c1ccco1)Nc1ccc(S(=O)(=O)N2CCOCC2)cc1	0.9	3	-10	1.4	-5	103	5	-6	1
41	Cc1ccc(/C([O-])=C(/C(=S)NCc2ccco2)[n+]2ccccc2)cc1[N+](=O)[O-]	-0.7	-5	9	-1.2	-21	93	-3	-10	17
42	Cc1ccc(Cn2c(=S)[nH]c3ccccc3c2=O)cc1	-1.1	2	10	-0.1	-11	103	-10	-14	4
43	COc1ccc(CCNC(=O)C2CC(=O)N(CCc3ccccc3)C2)cc1OC (configuration not stated)	-1.1	-6	21	-0.7	1	95	-3	-3	-3
44	CNC(=O)NC(=O)CSc1nnc(-c2ccco2)n1Cc1ccccc1	0.2	0	4	1.0	-16	94	-4	-10	0
45	Cc1cc2c(cc(C(=O)OCC(=O)NCc3ccco3)n2C)s1	-0.5	-3	16	-0.6	29*	98	-9	-18	1

Sorted by number of heavy atoms (largest number first): 3 of the compounds above.
entry	molecule	OXTR agonist	MEKK2mut PB1 HTS	NALP1 yeast inh	V1aR counter	GPR7 antagonist	MEKK2 WT-MEK5	GalR3 antagonist	OXTR potentiator	PfM18AAP inh
33	CCC(C(=O)N1CCCC1)n1nc(C)c2c(C)n(-c3ccccc3)nc2c1=O (configuration not stated)	-0.6	6	-5	-0.1	-8	106	-7	-2	-1
35	CCOC(=O)c1cc(-c2ccccc2)sc1NC(=O)c1ccc(OC)cc1	0.5	6	-8	-0.2	-9	108	nt	-8	6
31	COc1ccc(C(=O)NNC(=O)c2ccccn2)cc1	0.4	-2	34	0.4	0	103	-5	8	-4

Single entries from above:
entry 27 – OXTR agonist = -0.5
entry 12 – V1aR counter = 0.5
entry 33 – MEKK2 WT-MEK5 = 106
entry 28 – GalR3 antagonist = 3

Continued:
entry	molecule	OXTR agonist	MEKK2mut PB1 HTS	NALP1 yeast inh	V1aR counter	GPR7 antagonist	MEKK2 WT-MEK5	GalR3 antagonist	OXTR potentiator	PfM18AAP inh
46	CC(Sc1nnc(NCc2ccccc2)s1)C(=O)Nc1ccc2c(c1)C(=O)c1ccccc1C2=O (configuration not stated)	-1.0	-4	30	-0.4	-13	89	4	-3	7
47	COCC(C)n1c(SCC(=O)NNC(=O)c2ccccc2)nc2ccccc2c1=O (configuration not stated)	0.0	2	7	-0.2	0	92	-3	-5	1
48	CCOC(=O)c1[nH]c2ccc(OC)cc2c1NC(=O)c1nonc1C	-2.8	-16	-20	-1.8	-6	83	-4	-8	12
49	CCn1c(=O)n(CC(=O)Nc2cc(OC)c(OC)c(OC)c2)c(=O)c2ccccc21	-0.1	3	-2	0.7	-6	101	-8	-6	-1
50	CC(C)C(=O)NC(=S)Nc1ccccc1C(F)(F)F	0.5	4	8	6.7	-7	105	-4	-2	-3
51	CC12CCC(C1)C(C)(C)C2OC(=O)c1ccccc1C(=O)O (configuration not stated)	0.5	-7	14	-0.5	-16	97	1	-1	-4
52	C#CCOCCOCCOCCNc1nc(N2CCN(C(=O)[C@H](CCCCN)n3cc(CCCC)nn3)CC2)nc(N2CCN(C(=O)[C@H](CCCCN)n3cc(CCC(=O)O)nn3)CC2)n1	1.2	nt	nt	0.8	nt	nt	-2	-7	nt
53	CCCn1nc(NC(=O)COC)c2cc3cccc(C)c3nc21	-2.4	-1	-3	-1.1	-17	100	-11	3	4
54	Cc1ccccc1Cn1nc(C)c(NC(=O)/C=C/c2cnn(C)c2C)c1C	-2.7	-2	11	0.1	-9	95	-3	0	4
55	COc1cccc(N(C(=O)c2csnn2)C(C(=O)NC2CCCC2)c2ccccc2)c1 (configuration not stated)	0.0	-2	-10	-0.4	-12	97	-5	-4	0
56	CN(Cc1cccnc1)Cc1cn(C)nc1-c1ccc(Oc2ccccc2)cc1	1.0	2	-5	2.3	-9	108	-6	-2	-3
57	O=C(O)C1C2CCC(C2)C1C(=O)NCCC1=CCCCC1 (configuration not stated)	0.8	2	24	0.7	-1	104	-1	-5	-6
58	Nc1nc(CN2CCCCC2)cs1	0.8	1	33	1.3	-15	104	0	-15	-1

High-throughput results deposited in PubChem BioAssay by several laboratories.
